# Screening results deposited in PubChem BioAssay by several laboratories.
# NR2E3 ag-1 = agonists of human nuclear receptor NR2E3; Q9Y5X4; GST-NR2E3/biotin-RetCOR TR-FRET, 1536-well; inhibition of corepressor binding, % at 4.78 µM; actives 0.12% (n = 320,000); AID 2300;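 active = percent inhibition above the cutoff of mean plus 3 SD of all tested compounds, set per screening campaign, cut at about 20% in these data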;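 also: 0% = DMSO wells and 100% = biotin wells as full block of FRET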
# Target sequence (Q9Y5X4 whole entry, looked up): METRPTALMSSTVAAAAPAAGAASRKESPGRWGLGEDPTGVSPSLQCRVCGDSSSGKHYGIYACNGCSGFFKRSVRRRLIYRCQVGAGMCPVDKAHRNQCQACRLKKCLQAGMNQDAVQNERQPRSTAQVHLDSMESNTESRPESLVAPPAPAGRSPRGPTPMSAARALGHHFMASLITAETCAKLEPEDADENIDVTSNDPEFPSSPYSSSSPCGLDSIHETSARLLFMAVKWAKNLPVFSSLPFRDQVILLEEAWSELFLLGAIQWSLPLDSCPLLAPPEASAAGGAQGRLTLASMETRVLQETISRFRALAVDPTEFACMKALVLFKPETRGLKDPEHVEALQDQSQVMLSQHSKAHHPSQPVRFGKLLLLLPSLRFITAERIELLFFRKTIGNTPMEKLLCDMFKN
#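 Material: NR2E3–RetCOR corepressor complex | Quantity: 1.35 nM GST-tagged NR2E3 final | Schedule: 5 h at 4 °C | Replication: Singlicate compound wells | Reagent: RetCOR corepressor, biotinylated, 7 nM | Controls: Biotin wells as high control, 0.6% DMSO wells as low control | Signal: TR-FRET, Eu(K)-anti-GST donor, streptavidin-D2 acceptor, ex 340, em 617/671 nm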
# CF NFkB block = inhibitors of cystic fibrosis induced NF-kB. KKLEB NF-kB-GFP reporter, PAF-induced, GFP fluorescence overnight. inhibition, % at 5 µM. actives 0.86% (n = 360,000);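 active = at least 50% inhibition at 5 µM, scaled per plate between neutral and stimulator controls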;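 also: PAF is a Pseudomonas aeruginosa culture filtrate used as stimulus; plate controls were PAF-stimulated DMSO wells for no effect and unstimulated DMSO wells for full effect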
# TWEAK-Fn14 inh = inhibitors of TWEAK-Fn14 interaction signaling; actives 2% (n = 360,000); inhibition, % at 10 µM; TWEAK-stimulated Fn14 reporter cells, luciferase luminescence, 8 h; in the data active = inhibition above about 50%
# NR2E3 ag-2 = human photoreceptor-specific nuclear receptor agonism | Q9Y5X4 | CHO-S Gal4-NCOR/VP16-NR2E3 two-hybrid, luciferase | inhibition of corepressor binding, % at 3.98 µM | actives 0.35% (n = 360,000) | AID 602229;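 active = inhibition above the mean of all tested compounds plus 3 SD, cut at about 70% in these data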;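 also: 0% = DMSO with NR2E3 transfected cells and 100% = cells lacking NR2E3 construct; higher means lower luciferase signal from less NR2E3 corepressor binding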
# TRPM1 prom inh = reduces MITF-dependent TRPM1 promoter luciferase signal; SK-MEL-5 TRPM1 promoter luciferase, 24 h; inhibition, % at 12.5 µM; actives 0.83% (n = 330,000);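 active = mean inhibition across replicates of 60% or more, whatever share of single replicates reaches that level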; also: values of inactives mirror those of a sister screen read the other way
# TRAIL sens C8 = sensitizes caspase-8 expressing cells to TRAIL | AID 624354 | inhibition (viability loss, TRAIL sensitization), % at 10 µM | actives 1% (n = 360,000) | NB7+C8 cells + TRAIL, ATPlite viability luminescence;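 active = compounds causing at least 50% loss of cell viability in the single-dose screen, relative to plate controls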
# Peg3 promoter = reduces Peg3 promoter-driven luciferase expression in HeLa. HeLa PEG-Prom luciferase reporter, luminescence, overnight. inhibition, % at 20 µM. actives 1.7% (n = 360,000). AID 588405;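 active = inhibition of at least 50% at 20 µM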
# HIF-2a block = blocks HIF-2a reporter activity; 786-0 RCC cells HIF-2a reporter, luciferase luminescence, overnight; inhibition, % at 18.8 µM; actives 0.72% (n = 360,000); AID 624352;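 active = inhibition of the luminescence signal of 40% or more relative to plate controls, in a single-dose primary screen at 18.75 µM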
# TROY NFkB inh = inhibitors of TROY-dependent NF-kB signaling. Q293 LMP1-TROYcd NF-kB luciferase reporter, 4 h. inhibition, % at 10 µM. actives 0.98% (n = 360,000). AID 1347056;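 active = compounds whose plate-normalised and pattern-corrected inhibition of the luciferase reporter signal at the single screening dose is 50% or more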
# KKLEB cytotox = counter-screen for CF NF-kB inhibitors: cytotoxicity | actives 0.36% (n = 360,000) | AID 602141 | activity change (cytotoxicity), % at 5 µM | KKLEB CF airway cells viability, ATPlite luminescence, overnight; stronger effect = lower value; cells stimulated with P. aeruginosa culture filtrate;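 active = corrected activity change at or below -50% at 5 µM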
# Shn3 inh set2 = Schnurri-3 reporter inhibition in Clone20 osteoblasts; Clone20 osteoblast Shn3 3'UTR firefly luciferase, 24 h; inhibition, % at 12.5 µM; actives 0.52% (n = 360,000); AID 588674;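 active = mean inhibition of at least 75% with every replicate also reaching 75%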;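 also: 0% = median of neutral control wells and 100% = pilot-screen positive control compound; some compounds past the cut are filed as inactive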
# Starred values were filed as active, the others as inactive; / = not tested or not shown.
SMILES,NR2E3 ag-1,CF NFkB block,TWEAK-Fn14 inh,NR2E3 ag-2,TRPM1 prom inh,TRAIL sens C8,Peg3 promoter,HIF-2a block,TROY NFkB inh,KKLEB cytotox,Shn3 inh set2
Cc1cccc(C(=O)NCC(c2ccco2)N2CCc3ccccc32)c1 (stereo unspecified),0,0,18,12,6,16,0,15,-27,2,9
CN(Cc1ccccc1)C(=O)[C@@H]1CCCN1,/,/,1,-4,/,-11,/,5,-8,/,/
CCC(C)(c1ccc(C=O)s1)c1ccc(C=O)s1,1,-9,11,1,3,-25,25,10,2,0,2
Cc1nc(C(C)NC(=O)c2cc(COc3ccc(C)c(C)c3)on2)c(C)s1 (stereo unspecified),0,4,-11,-68,-71,-2,-280,-243,-44,-9,-80
CCN1C(=O)c2cccc3c(S(=O)(=O)NC(Cc4ccccc4)C(=O)O)ccc1c23 (stereo unspecified),-12,5,20,-15,-8,2,14,-3,8,2,-2
COc1ccc(CNC(=O)C/C(C)=N/NC(=O)C(c2ccccc2)c2ccccc2)cc1,4,-6,7,18,-7,-3,-7,7,-1,1,6
Cn1c(SCC(=O)N/N=C/c2ccc([N+](=O)[O-])s2)nnc1-c1ccc(Cl)cc1,1,-5,19,4,27,-2,5,4,-11,2,1
COc1ccc(C(C)=O)c2c(O)cccc12,-1,-11,-6,6,16,0,13,17,10,6,-4
COc1cccc(NC(=O)C2(C)CCN2Cc2ccc(OC(C)C)cc2)c1 (stereo unspecified),/,8,-2,1,/,8,19,2,-22,-10,11
CCCn1cc(CN2CCC(C(=O)Nc3cccc(-c4cscn4)c3)CC2)c(C)n1,6,-3,12,-4,11,3,-19,8,13,-3,12
O=C(Nc1ccc2c3c(cccc13)CC2)c1cccc([N+](=O)[O-])c1,4,1,-11,-21,-13,-10,-12,-32,-10,-3,-2
CCCCc1ccc(NS(=O)(=O)c2cccs2)cc1,1,-6,-9,-39,-11,22,-12,-33,-10,5,-5

# Some of these compounds in order of their number in Shn3 inh set2, descending:
compound | Shn3 inh set2
CCCn1cc(CN2CCC(C(=O)Nc3cccc(-c4cscn4)c3)CC2)c(C)n1 | 12
Cc1cccc(C(=O)NCC(c2ccco2)N2CCc3ccccc32)c1 (stereo unspecified) | 9
COc1ccc(CNC(=O)C/C(C)=N/NC(=O)C(c2ccccc2)c2ccccc2)cc1 | 6

# Going on with the list.
SMILES,NR2E3 ag-1,CF NFkB block,TWEAK-Fn14 inh,NR2E3 ag-2,TRPM1 prom inh,TRAIL sens C8,Peg3 promoter,HIF-2a block,TROY NFkB inh,KKLEB cytotox,Shn3 inh set2
Cc1nnc2ccc(-c3ccc(NS(=O)(=O)c4ccc(F)cc4F)cc3)nn12,1,-20,2,-4,-7,4,-9,0,-18,1,1
C=CCNC(=O)NC(=O)COC(=O)c1nc2nccc(C)n2n1,-3,9,-1,-43,-3,-3,11,14,-1,-4,-23
CC1(C(=O)NCc2ccc(F)c(F)c2)Cc2c(-c3cccc(C(N)=O)c3)ccnc2O1 (stereo unspecified),/,17,-13,-11,/,15,-2,-14,-12,-25,12
COc1ccc(NC(=O)C(=O)NCCN2CCN(C(=O)c3ccco3)CC2)cc1,-1,14,-5,-4,-1,1,8,9,-25,10,-1
CN(Cc1nccs1)C(=O)CC1C(=O)NCCN1Cc1ccc(-c2ccccc2)cc1 (stereo unspecified),2,-30,-3,-10,-3,4,1,15,-13,2,4
O=C(CSc1ccc(C(F)(F)F)cc1[N+](=O)[O-])N1CCOCC1,2,8,-6,19,4,-10,26,12,-1,0,-3
CN1/C(=C\C(=O)COC(=O)c2nccnc2N)C(C)(C)c2ccccc21,3,14,7,-19,7,13,17,8,7,-14,0
CC(C)NC(=O)c1ccc2c3n(nc2c1)-c1ccccc1CO3,4,-43,58*,-163,13,91*,-46,-59,8,-43,-19
O=C1NC[C@H](CCCCN2C[C@H](Cc3ccc(O)cc3)N(Cc3ccccc3)C(=O)C2=O)N(CCc2ccccc2)C1=O,/,/,3,10,/,-7,/,-5,0,/,/
COc1ccccc1-c1nn(Cc2ccccc2)cc1C(=O)NCC(c1ccco1)N1CCCC1 (stereo unspecified),0,-36,5,-18,11,4,10,2,-11,-20,-19
O=C(Nc1ccc(Cl)cc1F)c1cc(S(=O)(=O)N2CCCCC2)ccc1F,3,1,7,-14,-3,-7,3,11,6,8,9
CCOC(=O)Cn1c(=O)oc2ccc(C)cc21,4,6,-4,-28,-5,-6,9,14,11,-3,38
Cn1c(N)c(C#N)c2c(c1=S)CSC(C)(C)C2,10,18,3,-9,5,-6,6,20,16,-6,-5
CCOC(=O)N1CCN(C(=O)c2ccc3c(=O)n(CCc4ccc(OC)c(OC)c4)c(=O)[nH]c3c2)CC1,-2,15,5,-17,2,-8,11,4,2,-9,3
NS(=O)(=O)c1ccc(CCNc2nc(CN3CCCCC3)nc3sc4c(c23)CCC4)cc1,-1,0,-39,-20,-15,-5,8,33,10,-16,19
CN1C(=O)N(CC(=O)Nc2sccc2C(N)=O)C(=O)C12CCCCC2,2,-15,-2,-1,5,-7,13,13,-3,9,11
CC(NC(=O)c1ccccc1Br)c1nnc(SCC(=O)NC2CCCCC2)n1C (stereo unspecified),0,-1,2,4,11,3,-10,-1,-10,-3,-6
CCOC(=O)[C@@H]1[C@H]2COc3cc(OC)ccc3[C@@H]2N2C(=O)N(c3ccc(Cl)cc3)C(=O)[C@]12C,2,4,-1,-5,1,6,-6,10,-2,-10,0
Cc1ccc(S(=O)(=O)NCCC(=O)NCC(c2cccs2)N(C)C)cc1 (stereo unspecified),5,-5,14,-14,0,-2,-8,6,-10,18,5
CCOC(=O)[C@@H]1[C@H]2COc3ccc(Br)cc3[C@@H]2N2C(=O)N(c3ccc(OC)cc3)C(=O)[C@@]12C,/,-11,16,-38,4,9,35,7,-17,2,0
Cc1ccccc1C1c2[nH]c3ccccc3c2C[C@H]2C(=O)N(c3ccccc3C(=O)NCCCN3CCOCC3)C(=O)N12 (stereo partly specified),2,-7,16,-8,15,7,23,11,1,8,-5
O=C1NC(=O)C(=Cc2ccco2)S1,/,4,5,-40,-1,-21,-24,-16,-14,-3,-5
O=C(COc1ccc(S(=O)(=O)NC2CCCCC2)cc1Cl)NCc1ccc2c(c1)OCO2,-2,-3,-31,-10,-2,9,19,-11,12,2,4
COc1ccc(N(C(=O)Cc2cccs2)C(C(=O)NC2CCCCC2)c2cccn2C)cc1OC (stereo unspecified),-2,-12,-2,-1,-6,-4,14,25,3,-5,2
CCCCN(CC)CCCNC(=O)CS(=O)(=O)Cc1nc(-c2cccc(OC)c2)oc1C,-2,-2,0,-7,7,-12,6,24,-8,18,-1
CCCCSc1nnc(-c2c[nH]c3ccccc23)n1C,-2,-40,-9,-48,-53,9,-202,-260,-37,8,-65
Cc1ccc(NC(=O)COC(=O)COc2cccc3c2OC(C)(C)C3)cc1S(=O)(=O)N1CCOCC1,5,8,-8,-4,-2,7,-6,19,3,-3,-1
CC1Cc2ccccc2N1C(=O)C12CCC(C)(C(=O)C1)C2(C)C (stereo unspecified),-1,-2,23,-7,3,8,2,15,-12,-1,17
O=C(NCCO)c1nc(NCCO)c2ccccc2n1,1,-5,15,-13,-4,-8,6,7,8,4,4
O=C1c2cccc([N+](=O)[O-])c2C(=O)N1c1ccccc1,3,12,2,-10,4,-4,5,17,5,20,-16
Cc1cc(C(=O)Cn2cnc3ccc(Cl)cc3c2=O)c(C)n1C1CC1,/,20,6,12,-14,0,-27,-12,-7,2,4
COc1cccc(OCC(O)CN2CCc3ccccc3C2)c1 (stereo unspecified),2,-19,-14,21,-6,-4,-3,7,0,6,3
Cc1cccnc1NC(=O)c1sc2ccccc2c1Cl,3,-13,7,-133,-25,54*,-277,-172,-14,13,-63
CC1=C(C(=O)N(C(C)C)C(C)C)CC(CC(=O)NC2CCCCC2)C(=O)N1Cc1ccc(F)cc1 (stereo unspecified),/,-6,3,-7,/,-5,14,4,3,4,-6
CCc1nc2c(OCCOc3ccc(F)cc3)cccn2c1N(C)C(=O)c1ccco1,/,-4,-2,-7,/,-11,9,15,-12,-17,-9
COc1ccc(S(=O)(=O)N2CCN(Cc3cccc(OC)c3)CC2)cc1,-6,-15,-18,-2,-8,-13,9,14,-10,2,22
CCCc1cc(=O)[nH]c(SCC(=O)Nc2cc(S(=O)(=O)N(CC)c3ccccc3)ccc2Cl)n1,/,-16,4,36,/,4,23,16,17,6,8
CCN(CC)CCNS(=O)(=O)c1ccc2[nH]cc(C(=O)O)c(=O)c2c1,1,6,7,-3,4,12,1,5,-8,-2,-18
CN(Cc1ccccc1)c1nc2c(c(=O)[nH]c(=O)n2C)n1CCOc1ccccc1,1,10,-12,-9,-6,3,9,21,-6,-5,5
Cc1ccnc(SCC(=O)O)n1,4,1,8,-23,9,-17,-11,5,7,9,-13
COc1ccccc1NC(=O)NCCCl,0,-14,12,-20,11,-15,16,2,-9,2,-1
CCOCCCN(CCC#N)S(=O)(=O)c1ccc(S(=O)(=O)N2CCCC2)cc1,1,-2,16,7,2,-26,25,-16,-15,6,-2
O=C(CCS(=O)(=O)c1ccc(Br)cc1)NC1CCCC1,2,11,4,29,-1,-2,16,-5,7,-21,6
Cc1n[nH]c(C)c1CCC(=O)N/N=C/c1c[nH]c2ccccc12,-2,9,5,-37,3,13,6,8,18,-4,-21
O=C(Nc1ccc(F)c(Cl)c1)c1ccc2nc([C@@H]3O[C@H](CO)[C@H](O)[C@H](O)[C@H]3O)[nH]c2c1,/,13,13,2,/,-13,-2,9,21,3,-5
Nc1nc(NC(=O)Cc2ccccc2)nn1-c1ccccc1,-2,2,7,-6,5,9,-2,-12,2,0,8
COc1ccc(/C=C2\CCc3ccccc3C2=O)cc1Cn1cccn1,-1,-7,29,5,-22,10,-53,-56,26,-4,-21
O=C(O)c1cccc(NC(=O)c2ccc3c(c2)C(=O)N(CC2CCCO2)C3=O)c1 (stereo unspecified),0,6,1,8,3,16,4,14,-33,11,11
CC(C)NC(=O)Nc1ccc2c(c1)C(=O)N([C@H](C)CO)C[C@H](C)[C@@H](CN(C)C(=O)Nc1ccc(C(F)(F)F)cc1)O2,/,-4,-4,-43,1,0,-1,11,-18,23,7
Cc1cc(C)c(C(=O)CN2C(=O)NC3(CCCCCC3)C2=O)cc1C,8,4,0,-41,-16,4,-73,-79,-32,-8,-19

# Ordered by heavy-atom count (smallest number first): part of the list above
SMILES,NR2E3 ag-1,CF NFkB block,TWEAK-Fn14 inh,NR2E3 ag-2,TRPM1 prom inh,TRAIL sens C8,Peg3 promoter,HIF-2a block,TROY NFkB inh,KKLEB cytotox,Shn3 inh set2
COc1ccc(/C=C2\CCc3ccccc3C2=O)cc1Cn1cccn1,-1,-7,29,5,-22,10,-53,-56,26,-4,-21
CCCn1cc(CN2CCC(C(=O)Nc3cccc(-c4cscn4)c3)CC2)c(C)n1,6,-3,12,-4,11,3,-19,8,13,-3,12
NS(=O)(=O)c1ccc(CCNc2nc(CN3CCCCC3)nc3sc4c(c23)CCC4)cc1,-1,0,-39,-20,-15,-5,8,33,10,-16,19

# Not all compounds are listed; rates above refer to the full screens.
